Screens (PubChem)
D1 antagonist = antagonists of human D1 dopamine receptor; hit rate 3.2% among 360,000; P21728; HEK293 TREx D1 cells, calcium flux, dopamine EC80; hits give low values; activity change, negative = inhibition, % at 10 µM; in the data active = activity change below about -30%; note: % is set by controls: 0 for no effect and ±100 for the full control effect
Target sequence (P21728 whole entry, looked up): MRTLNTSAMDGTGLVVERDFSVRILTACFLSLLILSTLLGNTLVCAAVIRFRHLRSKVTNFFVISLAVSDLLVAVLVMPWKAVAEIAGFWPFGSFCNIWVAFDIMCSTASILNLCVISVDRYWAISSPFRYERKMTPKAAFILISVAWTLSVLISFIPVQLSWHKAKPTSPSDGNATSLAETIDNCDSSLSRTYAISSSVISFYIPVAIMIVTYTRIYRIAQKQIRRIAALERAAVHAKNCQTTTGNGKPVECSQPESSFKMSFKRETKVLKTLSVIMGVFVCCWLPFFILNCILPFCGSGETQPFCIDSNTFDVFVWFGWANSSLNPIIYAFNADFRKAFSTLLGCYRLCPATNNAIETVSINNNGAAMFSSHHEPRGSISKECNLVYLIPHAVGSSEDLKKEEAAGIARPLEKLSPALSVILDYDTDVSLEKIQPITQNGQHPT
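Compound effects on dopamine-evoked calcium signalling were measured in tetracycline-induced HEK293 Trex D1 cells. Dopamine at EC80 followed a 180 s compound pre-read, and fluorescence was tracked kinetically for 180 s more.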
GRP78 ERSR act = inducers of ER stress response in human glioma cells; U87-MG GRP78 promoter luciferase reporter, 16 h; Potency, µM, for inactives: at the top dose activation, usual class: activators; hit rate 0.02% among 420,000; AID 602332; note: potency is the fitted concentration of half-maximal effect; series mostly up to about 76 µM; % of control where 0% means no effect; nearly all actives have a fitted effect of over 35% in size
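Stably transfected U87-MG glioma cells carrying a GRP78-based luciferase sensor; 16 h compound incubation. Luminescence end-point read 10 min after Bright-Glo addition at room temperature.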
Vif-A3F inh = inhibitors of Vif-A3F interaction; HeLa A3F-eYFP + Vif (tagged APOBEC3F with the HIV-1 protein that degrades it), YFP fluorescence increase; Potency, µM (doses to about 46.1 µM), without a hit: at the top dose activity, negative = active; hit rate 0.2% among 390,000; AID 602313; note: potency is the fitted concentration of half-maximal effect; % of control where 0% means no effect; nearly all actives have a fitted effect of over 65% in size
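Fluorescence increase (Ex 488/Em 500-530) after overnight compound treatment at 37 deg C flags inhibition of Vif-driven A3F-eYFP loss in stable HeLa A3F-eYFP/Vif cells seeded overnight beforehand.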
D2 PAM = D2 dopamine receptor (human) potentiation; potentiation, % at 10 µM; HEK293 T-REx D2, calcium flux, EC20 dopamine potentiation; hit rate 0.34% among 340,000; P14416;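 active = potentiation over 3 SD above the plate norm, cut at about 30% in these data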; note: 0% is about no effect
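Tetracycline-induced HEK293 T-REx cells force-coupled to calcium signalling expressed D2; compounds were pin-added after a 10 s baseline, read kinetically 180 s, then an EC20 dopamine challenge followed with a further 180 s calcium read.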
RXFP1 agonist = agonists of human relaxin receptor RXFP1; Q9HBX9; HEK293T-RXFP1 cAMP TR-FRET, 30 min; response scale: percent of porcine relaxin response, buffer zero; Potency, µM (series often up to 57.5 µM), inactives show top-dose activation, most hits filed as activators; hit rate 0.3% among 370,000; AID 2676; note: potency is the fitted concentration of half-maximal effect; % is set by controls: 0 for no effect and ±100 for the full control effect; nearly all actives have a fitted effect of over 60% in size; many of its hits are not listed in these tables
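HEK293T cells stably expressing RXFP1 were pretreated with the PDE4 inhibitor Ro 20174, exposed to compounds for 30 min at 37C, lysed, and cAMP was read by TR-FRET. Data normalized to buffer (basal) and 29 nM porcine relaxin (100%).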
D1 ag = agonists of human D1 dopamine receptor; P21728; HEK293 T-REx D1 cells, calcium flux, agonist mode; AID 504660; activation, % at 2 µM; hit rate 1% among 360,000; in the data active = activation above about 30%; note: 0% is about no effect
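Tetracycline-induced HEK293 TREx D1 cells, force-coupled to calcium signalling, were dye-loaded with a no-wash calcium kit. Compound was pin-added after a 10 s baseline. Fluorescence was read kinetically at 1 cycle/s for 180 s, with calcium rises flagged as agonism.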
D1 PAM = enhances dopamine response at the human D1 receptor; potentiation, % at 10 µM; HEK293 TREx D1 cells, calcium flux, dopamine EC20 potentiation; hit rate 0.036% among 360,000; P21728; in the data active = potentiation above about 30%; note: 0% is about no effect
Vif-APOBEC3G blk = Vif-A3G binding inhibition; Q9HC16; HeLa A3G-eYFP + Vif (tagged APOBEC3G with the HIV-1 protein that degrades it), YFP fluorescence, overnight; Potency, µM (titrated, usually from 46.1 µM), inactives show at the highest dose activity, negative = active, actives largely listed as inhibitors; hit rate 0.076% among 410,000;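 note: potency is the fitted concentration of half-maximal effect; % is set by controls: 0 for no effect and ±100 for the full control effect; nearly all actives have a fitted effect of over 60% in size; hits raise eYFP signal because A3G escapes Vif-driven loss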
Target sequence (Q9HC16 whole entry, looked up): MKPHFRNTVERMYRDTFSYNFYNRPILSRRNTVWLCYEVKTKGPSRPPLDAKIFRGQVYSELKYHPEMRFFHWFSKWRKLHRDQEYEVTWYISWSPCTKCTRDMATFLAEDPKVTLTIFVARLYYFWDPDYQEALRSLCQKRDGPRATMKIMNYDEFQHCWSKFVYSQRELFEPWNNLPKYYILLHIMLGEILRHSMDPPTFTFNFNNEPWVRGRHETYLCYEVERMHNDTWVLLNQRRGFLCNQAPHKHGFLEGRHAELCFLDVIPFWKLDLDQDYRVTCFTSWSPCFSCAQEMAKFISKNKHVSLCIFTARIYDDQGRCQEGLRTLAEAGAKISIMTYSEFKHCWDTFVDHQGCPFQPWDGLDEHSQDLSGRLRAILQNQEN
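Read-out is eYFP fluorescence (Ex 488/Em 500-530) from Vif-expressing HeLa A3G-eYFP cells; more signal means A3G escaped Vif-mediated degradation. Cells plated overnight, compound pinned in, incubated overnight at 37 deg C.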
LDHA inh = blocks human lactate dehydrogenase A; purified LDHA, NADH/diaphorase-resazurin fluorescence; hits give low values; activity change, % (values are at about 110 or 230 µM); hit rate 0.15% among 480,000; AID 1347041; in the data active = activity change below about -30%; inconclusive = mostly about -25% to -30%;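 note: plate controls were DMSO wells for no effect and wells without enzyme for full effect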
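Human LDH5 (2 nM) was incubated with 0.06 mM NADH and 0.2 mM pyruvate for 5 min at room temperature in Tris pH 7.4. Remaining NADH was coupled through diaphorase/resazurin, and resorufin fluorescence was read at 0 and 20 min.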
The depositor's hits bear a star; u = inconclusive; x = no result given; & = joins results of further samples. Unless noted, calls come from the whole dose curve; as a rule, active = well fitted curve in the direction sought with a large enough effect; inconclusive = small, poorly fitted or top-dose-only effect, or another doubt; inactive = no such curve, though single readings can be large; an effect the other way counts as inactive or inconclusive. These rows are one share of the data; rates above refer to the full screens.

SMILES	D1 antagonist	GRP78 ERSR act	Vif-A3F inh	D2 PAM	RXFP1 agonist	D1 ag	D1 PAM	Vif-APOBEC3G blk	LDHA inh
COC(=O)[C@@]12CCCCN1[C@H](c1ccc(-c3ccc(OC)cc3)c(OC)c1)[C@@H]1C(=O)N(C)C(=O)[C@@H]12	8.9	-2.0%	-2.7%	10.2	-0.5%	2.8	-4.7	-4.2%	3.8
CCc1cc2c(SCC(=O)N3CCCC3=O)ncnc2s1	-8.7	0.9%	-15.7%	-4.9	1.8%	0.4	2.6	-0.1%	-1.4
Nc1nnc(SCC(=O)NC23CC4CC(CC(C4)C2)C3)s1	9.6	4.7%	-4.5%	x	1.2%	1.1	6.8	-4.3%	0.0
CC(CN1CCC(n2nccc2NC(=O)CCCc2ccccc2)CC1)c1ccccc1 (stereo not given)	4.6	-2.9%	-11.5%	-9.6	-1.5%	10.6	-2.6	-10.9%	-2.6
Cc1ccc(NCCC(=O)c2ccc(Br)cc2)cc1	-2.3	3.0%	4.3%	-7.0	3.1%	6.3	0.1	-1.2%	-6.3
O=C(NNC(=O)C12CC3CC(CC(C3)C1)C2)c1ccccn1	-11.3	u	-3.0%	8.2	-2.5%	4.3	-2.0	-5.2%	-4.6
N#CCSc1nnc(COc2ccc3ccccc3c2)o1	-5.0	3.0%	-7.7%	-2.8	-0.1%	15.1	0.2	-20.6%	1.3
COc1ccc(C2NC(=S)NC(O)(C(F)(F)F)C2C(=O)c2cccs2)cc1 (stereo not given)	9.3	1.6%	0.2%	1.4	-0.1%	2.7	-5.0	-6.8%	-18.9
Cc1ccc(-c2nc(SCC(=O)Nc3cc(S(=O)(=O)N4CCCCC4)ccc3Cl)n[nH]2)cc1	-35.1*	0.0%	6.4%	-3.1	1.3%	4.1	-4.2	-4.8%	-2.6
O=C(COC(=O)c1ccc(F)cc1Cl)NC1CCCCCCC1	x	-2.4%	-13.8%	x	x	x	x	0.2%	1.7

Record cards, from the list above. Order of screens: D1 antagonist | GRP78 ERSR act | Vif-A3F inh | D2 PAM | RXFP1 agonist | D1 ag | D1 PAM | Vif-APOBEC3G blk | LDHA inh
O=C(NNC(=O)C12CC3CC(CC(C3)C1)C2)c1ccccn1 in the list: -11.3 | u | -3.0% | 8.2 | -2.5% | 4.3 | -2.0 | -5.2% | -4.6
O=C(COC(=O)c1ccc(F)cc1Cl)NC1CCCCCCC1 in the list: x | -2.4% | -13.8% | x | x | x | x | 0.2% | 1.7
N#CCSc1nnc(COc2ccc3ccccc3c2)o1 in the list: -5.0 | 3.0% | -7.7% | -2.8 | -0.1% | 15.1 | 0.2 | -20.6% | 1.3
CCc1cc2c(SCC(=O)N3CCCC3=O)ncnc2s1 in the list: -8.7 | 0.9% | -15.7% | -4.9 | 1.8% | 0.4 | 2.6 | -0.1% | -1.4

Other records:
SMILES	D1 antagonist	GRP78 ERSR act	Vif-A3F inh	D2 PAM	RXFP1 agonist	D1 ag	D1 PAM	Vif-APOBEC3G blk	LDHA inh
CC1=C/C(=N\OS(=O)(=O)c2ccccc2)C(C)=CC1=O	-27.1	-18.3%	6.1%	4.6	-2.7%	8.1	-4.5	-14.2%	27.2
O=C(CN1C(=O)COc2ccccc21)N1CCOCC1	-5.2	-6.4%	-2.0%	x	-1.4%	1.0	0.5	1.2%	1.4
CCOC(=O)C1(CCCc2ccccc2)CCN(Cc2nccn2CC)CC1	-5.7	-4.7%	u	-8.1	-1.9%	2.3	-2.6	0.5%	-12.3
O=C(NCSc1ccnc(SCNC(=O)c2ccc(F)cc2)n1)c1ccc(F)cc1	7.9	-2.3%	-2.1%	-9.4	1.8%	0.5	13.8	4.9%	-5.7
C/C(=N\NC(=O)c1cccc(S(=O)(=O)N2CCCC2)c1)c1ccc(F)cc1	0.5	-0.7%	3.1%	2.7	0.5%	2.2	-3.5	1.8%	-4.0
C[C@@H]1CN([C@@H](C)CO)C(=O)CCCn2nncc2CO[C@H]1CN(C)C(=O)Nc1ccc(-c2cccs2)cc1	x	2.3%	-4.0%	x	x	x	x	-1.9%	3.1
C=CCc1cc(C)ccc1OCCOCCC(C(=O)OCC)C(=O)OCC	-15.7	-1.9%	7.0%	-3.4	1.7%	9.1	-5.9	-4.0%	-1.3
COCCn1c(-c2ccc(Br)cc2)csc1=Nc1cccnc1	-34.0*	-7.2%	-18.4%	1.6	2.1%	3.9	-7.2	-1.9%	-4.9
CC(C)C(NS(=O)(=O)c1ccc2c(c1)Cc1cc(S(=O)(=O)NC(C(=O)O)C(C)C)ccc1-2)C(=O)O (stereo not given)	-11.8	-1.9%	-2.0%	9.7	3.6%	2.3	-1.7	-0.7%	2.9
Brc1ccc(-n2c(SCc3nc4ccccc4[nH]3)nnc2-c2ccncc2)cc1	-0.5	-2.9%	-3.6%	-11.4	2.1%	-1.2	-6.7	-1.1%	-1.4
Cc1c(CNCc2ccc(Cl)cc2)c(C(=O)O)c(C)n1Cc1ccc(F)cc1	8.1	-4.0%	-3.2%	5.3	1.2%	0.0	-1.4	-2.5%	-3.0
CCCOc1ccc(C(=O)Nc2cc3nn(-c4ccc(CC)cc4)nc3cc2C)cc1	11.7	-1.2%	-1.0%	17.9	0.4%	-0.4	-1.2	3.0%	-3.1
CCOc1ccc(-n2c(SCC(=O)Nc3ccccc3OC)nc3c(oc4ccccc43)c2=O)cc1	-11.6	-2.1%	-3.7%	-11.2	-3.3%	3.7	-0.1	-1.5%	-2.3
Cc1ccc(NC(=O)Cc2ccc3c(c2)OCCO3)cc1S(=O)(=O)N1CCCCC1	4.0	-8.2%	15.5%	-2.0	0.0%	4.8	8.7	-0.4%	-1.7&-2.5
CCOc1ccccc1-c1nc(CN(Cc2cnn(C)c2)C(C)C)c(C)o1	-2.7	-0.8%	-0.1%	-13.1	3.6%	2.3	-3.8	-3.7%	0.4
Cc1c(C(=O)OCC(=O)NC(=O)NC2CCCCC2)cccc1[N+](=O)[O-]	x	-1.4%	-2.6%	x	x	x	x	3.6%	-1.6
COc1ccc(OC)c(-c2cc(C(=O)NCc3cccs3)no2)c1	-14.8	-2.5%	-14.5%	-23.5	1.1%	3.0	-6.0	-3.7%	7.4
CCC(C(=O)Nc1c[nH]c(=O)[nH]c1=O)c1ccccc1 (stereo not given)	-17.6	-4.0%	-2.4%	-4.4	0.3%	1.7	-5.3	1.2%	0.4
O=C(/C=C/c1ccc([N+](=O)[O-])cc1)NCc1ccco1	8.2	0.5%	0.8%	-10.8	2.5%	0.8	-9.2	4.3%	-7.2
CCOC(=O)C(NC(C)=O)C(OC(C)=O)c1cccc([N+](=O)[O-])c1 (stereo not given)	-9.9	-5.6%	4.6%	12.5	-1.8%	1.8	2.0	-4.8%	-3.6
CCCCCOc1ccc(NC2=CC(=O)CCC2)cc1	11.4	1.4%	-15.5%	8.6	0.0%	-0.1	-1.1	0.0%	4.2
COc1ccccc1NC(=O)C(=O)N(c1cccnc1)C(C(=O)NC(C)(C)C)c1ccccc1F (stereo not given)	-0.6	-1.7%	5.8%	-10.0	4.3%	0.6	4.4	-2.1%	-9.9
Cc1cc(=O)oc2c(C)c(OCC(=O)N3CCN(C(=O)C4COc5ccccc5O4)CC3)ccc12 (stereo not given)	-14.4	-5.9%	-4.0%	-4.3	1.1%	5.0	-0.4	-5.3%	-3.9
O=C(Nc1ccc(F)cc1)c1sccc1SCc1cccc(C(F)(F)F)c1	-4.7	1.5%	-6.3%	-1.9	-0.9%	9.3	-1.1	0.5%	4.4
Cc1ccc(NC(=O)CSc2n[nH]c(N)n2)cc1S(=O)(=O)N1CCOCC1	-64.5*	-2.3%	-0.4%	2.1	1.5%	0.1	0.2	-7.1%	-2.4
Cc1ccc(C(=O)O)cc1S(=O)(=O)N1CCC(C(=O)O)CC1	-11.1	-2.4%	0.1%	-4.7	-0.5%	0.4	1.4	-0.1%	-6.6
CSc1ccc(CCNC(=O)c2cc3cc(S(=O)(=O)N4CCCCC4)ccc3n2C)cc1	6.6	-2.3%	2.8%	-7.7	0.3%	4.2	-3.7	5.9%	-10.4
COc1ccc(Nc2ncnc3c2c(-c2ccccc2)cn3-c2ccc(C)c(Cl)c2)cc1OC	-21.8	-2.4%	5.5%	-13.9	1.9%	-2.9	-1.1	-3.1%	-4.2
CCc1ccc(OCC(=O)N(Cc2ccco2)Cc2ccccc2Cl)cc1	0.5	x	x	-3.4	-0.8%	25.3	-2.5	x	-2.8
CCOc1ccc(S(=O)(=O)Nc2cc(Sc3ncn[nH]3)c3oc(=O)sc3c2)cc1	0.7	x	x	-2.3	0.3%	1.5	-6.2	x	x
O=C(NC1CCCC1)c1ccc(S(=O)(=O)N2CCCC2)cc1	2.7	-1.8%	-3.1%	17.9	0.0%	3.7	1.1	0.3%	0.7
CCN(c1ccccc1)S(=O)(=O)c1ccc(OCC(=O)N2CCCC2)cc1	-28.0	0.5%	-15.7%	-2.0	2.3%	1.4	-2.6	1.1%	3.5
CCOc1cc2c3c(c1)C(C)CC(C)(C)N3C(=O)C2=O (stereo not given)	-17.1	0.5%	-7.9%	-0.6	4.1%	5.2	-7.7	0.8%	-2.6
CCCC(=O)Nc1nc2ccc(OCC)cc2s1	11.0	-1.6%	-0.7%	8.0	5.8%	-0.6	-1.9	-1.4%	-6.4
CC(C)(C)[C@H]1CCC(=O)N([C@H](CC#N)Cc2ccccc2)CC1	-4.0	-4.7%&-0.6%	5.0%	6.9	0.1%	0.4	0.0	-0.9%&3.4%	1.0
C/C(=C/C(=O)O)C(=O)Nc1cccc(C(F)(F)F)c1	4.2	-2.6%	-0.6%	-0.9	2.1%	5.6	-3.5	0.9%	1.1
O=C(COC(=O)c1cccnc1Cl)c1ccc(Cl)cc1Cl	-7.2	-5.6%	5.9%	x	2.6%	-0.3	-8.8	1.6%	-3.9
CCN1C(=O)[C@H]2[C@@H](c3ccc(-c4cc(C(C)=O)cs4)cc3)N[C@@](Cc3ccccc3)(C(=O)OC)[C@H]2C1=O	x	-1.9%	6.0%	x	x	x	x	-0.7%	-9.9
